# DT40 TDP1 no CPT – qHTS for Inhibitors of human tyrosyl-DNA phosphodiesterase 1 (TDP1): qHTS in cells in absence of CPT; Potency, µM (series often up to 46.2 µM), without a hit: at the highest dose activity change, negative = growth inhibition, usual class: inhibitors; AID 686978, 2013; 420,000 compounds, 15% hits; DT40 Tdp1-/- hTDP1 cells, no CPT, ATP luminescence, 48 h; active = well fitted inhibition curve with a large enough effect; inconclusive = small, poorly fitted or top-dose-only effect; note: nearly all actives have a fitted effect of over 55% in size
#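 Readout: luminescence from CellTiter-Glo after 30 min in the dark at RT. Cells: DT40 Tdp1-/- with stable hTDP1, 400/well. Exposure: compounds alone, ≥48 hr, 37 °C.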
# Starred values were filed as active, the others as inactive; u = inconclusive; ! = not confirmed by another sample; [ ] = remark or other dose. % is set by controls: 0 for no effect and ±100 for the full control effect; potency is the fitted concentration of half-maximal effect. An excerpt (hit frequency here may not be typical).
# Start of the listing, in advance (17 entries):
SMILES,DT40 TDP1 no CPT
COc1ccc(S(=O)(=O)N2CCC3CC2c2cc(N4CCOCC4)ccc23)cc1 (centres undefined),u
COc1ccc(CNC(=O)CC[C@H]2O[C@@H](n3ccc(=O)[nH]c3=O)[C@H](O)[C@@H]2O)cc1,36%[activator]
Cc1ccc(C2Cc3cc(O)c(O)cc3CN2)cc1 (centres undefined),16µM*
CC[C@@H]1[C@H]2CCCC(=O)N3CC[C@@H](C[C@@H]1OC(=O)Nc1ccc4c(c1)OCO4)[C@@H]23,u
CCCN(C(=O)COC(=O)c1nc2nccc(C)n2n1)C1CCS(=O)(=O)C1 (centres undefined),-19%
COc1ccccc1/C=C/c1nc2ccccc2o1,-17%
Cc1ccc2ccccc2[n+]1[O-],-5%
CC(C)C[C@@H](CN)NC(=O)c1nc[nH]c1C(=O)N[C@@H](Cc1ccccc1)C(=O)CNC[C@H](C)NC(=O)c1nc[nH]c1C(=O)N[C@@H](C)C(=O)O,-11%
CCOC(=O)C1(C)CCCCN1C(=O)c1ccoc1 (centres undefined),-3%
O=C(Nc1ccc(F)cc1)C(c1cc2ccccc2o1)N1CCN(CC(=O)N2CCCC2)CC1 (centres undefined),-21%
CC(C)CNC(=O)C1(C)CCCN1C(=O)c1cncc(Br)c1 (centres undefined),-2%
C=CCN1C(c2ccc(Br)cc2)=CS/C1=C(\C#N)c1nnc(N2CCOCC2)n1-c1ccccc1,-94%
Cc1nccn1-c1ccc(NC(=O)[C@H]2O[C@@H](n3ccc(=O)[nH]c3=O)[C@H](O)[C@@H]2O)cc1,-5%
Cc1cc(C)nc(Nc2nc(C(N)CCc3ccccc3)cs2)n1 (centres undefined),21µM*
COc1cccc(CN(C)CC(=O)N2CCN(S(=O)(=O)c3ccccc3)CC2)c1,-22%
CC1(C2CC(=O)c3c(O)ccc(O)c3C2)OCCO1 (centres undefined),u
C[C@H]1CN([C@@H](C)CO)C(=O)CCCn2cc(nn2)CO[C@@H]1CN(C)S(=O)(=O)c1ccc(Oc2ccccc2)cc1,-1%

# The listing, previewed entries included:
SMILES,DT40 TDP1 no CPT
COc1ccc(S(=O)(=O)N2CCC3CC2c2cc(N4CCOCC4)ccc23)cc1 (centres undefined),u
COc1ccc(CNC(=O)CC[C@H]2O[C@@H](n3ccc(=O)[nH]c3=O)[C@H](O)[C@@H]2O)cc1,36%[activator]
Cc1ccc(C2Cc3cc(O)c(O)cc3CN2)cc1 (centres undefined),16µM*
CC[C@@H]1[C@H]2CCCC(=O)N3CC[C@@H](C[C@@H]1OC(=O)Nc1ccc4c(c1)OCO4)[C@@H]23,u
CCCN(C(=O)COC(=O)c1nc2nccc(C)n2n1)C1CCS(=O)(=O)C1 (centres undefined),-19%
COc1ccccc1/C=C/c1nc2ccccc2o1,-17%
Cc1ccc2ccccc2[n+]1[O-],-5%
CC(C)C[C@@H](CN)NC(=O)c1nc[nH]c1C(=O)N[C@@H](Cc1ccccc1)C(=O)CNC[C@H](C)NC(=O)c1nc[nH]c1C(=O)N[C@@H](C)C(=O)O,-11%
CCOC(=O)C1(C)CCCCN1C(=O)c1ccoc1 (centres undefined),-3%
O=C(Nc1ccc(F)cc1)C(c1cc2ccccc2o1)N1CCN(CC(=O)N2CCCC2)CC1 (centres undefined),-21%
CC(C)CNC(=O)C1(C)CCCN1C(=O)c1cncc(Br)c1 (centres undefined),-2%
C=CCN1C(c2ccc(Br)cc2)=CS/C1=C(\C#N)c1nnc(N2CCOCC2)n1-c1ccccc1,-94%
Cc1nccn1-c1ccc(NC(=O)[C@H]2O[C@@H](n3ccc(=O)[nH]c3=O)[C@H](O)[C@@H]2O)cc1,-5%
Cc1cc(C)nc(Nc2nc(C(N)CCc3ccccc3)cs2)n1 (centres undefined),21µM*
COc1cccc(CN(C)CC(=O)N2CCN(S(=O)(=O)c3ccccc3)CC2)c1,-22%
CC1(C2CC(=O)c3c(O)ccc(O)c3C2)OCCO1 (centres undefined),u
C[C@H]1CN([C@@H](C)CO)C(=O)CCCn2cc(nn2)CO[C@@H]1CN(C)S(=O)(=O)c1ccc(Oc2ccccc2)cc1,-1%
CCN(CC(=O)Nc1c(F)cccc1F)C(=O)c1ccc(OCC(=O)N2CCOCC2)c(OC)c1,-16%
CNc1nc(Oc2cccc(NC(C)=O)c2)c2sccc2n1,-13%
NC(=O)C1CCN(C(=O)c2ccc(Cl)c(S(=O)(=O)N3CCc4ccccc43)c2)CC1,u
CCCCNC(=O)C(NC(=O)c1ccc2ccccc2c1)C(=O)c1ccccc1 (centres undefined),-27%
C=C(C)Cn1c2ccc(NC(=O)CCOCC)cc2c(=O)n1C,-4%
OC(c1cc(Cl)cc(Cl)c1)c1ncc(-c2ccccc2C(F)(F)F)[nH]1 (centres undefined),-29%
CCn1c(-c2ccccc2F)nc2cc(C(=O)NCc3ccc(C)o3)cc(NC(C)=O)c21,2%
O=[N+]([O-])c1cccc(Cn2cnc3c(=S)nc[nH]c32)c1,-25%
CC(=O)C1(O)CCC2C3CCC4CC(O)CCC4(C)C3C(=O)CC21C (centres undefined),1%
Cc1cccc(C)c1NC(=O)C1(C)CN(S(C)(=O)=O)CC(=O)N1CCCN1CCOCC1 (centres undefined),1%
CCCCN(C=O)c1c(CC)nc2c(OCC(=O)N3CCOCC3)cccn12,-7%
COC(=O)C1N[C@@H]([C@@H](NC(=O)COc2ccccc2)C(=O)NCc2ccccc2)SC1(C)C (some centres undefined),20µM*!
O=S1(=O)CC(N2CCN(CCO)CC2)CN1Cc1cn(Cc2cccc(C(F)(F)F)c2)nn1 (centres undefined),-3%
O=C(NCc1nc2ccccc2[nH]1)C1=C[C@@H](c2ccc(C(F)(F)F)cc2)C[C@@H](OCc2ccc(CO)cc2)O1,18µM*
COc1ccc(CC(N)c2csc(NC(=O)NCCc3ccc(OC)c(OC)c3)n2)cc1 (centres undefined),u
Cc1cc(Br)c2c(c1)[C@](O)(c1cn(C)c3ccccc13)C(=O)N2C,23µM*
Nc1ccn([C@@H]2O[C@H](C(=O)Nc3ccc(C(=O)N4CCCCC4)cc3)[C@@H](O)[C@H]2O)c(=O)n1,9%
NC(=S)NN=C1CCCCCCCCC1,u
COCC(=O)Nc1cc(C(=O)N2CCC(c3ccccc3)CC2)cc2nc(-c3ccccc3)n(C)c12,u
O=C(N/N=C/c1ccncc1)c1ccncc1,-12%
C[C@@H]1O[C@H](C2CCCC2)CC2=C1C(=O)OC(C)(C)O2,-21%
Cc1ccc(NC(=O)CCC(=O)N/N=C/c2coc3ccc(F)cc3c2=O)cc1,u
Cc1ccc(S(=O)(=O)NC(=O)C2(C)CCN2C(=O)CCc2ccc(Cl)cc2Cl)nc1 (centres undefined),-6%
CC(=O)c1ccc(C(=O)NCC2Cc3cccc(-c4ncccn4)c3O2)cc1 (centres undefined),-24%
COc1ccc2nc(NN=C(C)c3ccccn3)cc(C)c2c1,2.9µM*
CC(C)OC(=O)N(C)C[C@@H]1OCc2cn(nn2)CCCC(=O)N([C@H](C)CO)C[C@H]1C,10%
CCN1C(=O)[C@H]2[C@@H](c3ccc(C)cc3)N[C@]3(CCCN(Cc4cccn4C)C3=O)[C@H]2C1=O,u
CN(C)C(CNC(=O)c1cc(S(=O)(=O)N(C)c2ccc(F)cc2)ccc1Cl)c1cccs1 (centres undefined),5.8µM*
COc1cccc(CNC(=O)[C@@H]2CCCN2C(=O)[C@@H]2CCCN2C(=O)OC(C)(C)C)c1,-23%
CCCCN(C)C(=O)c1sc(=O)n(Cc2cc(Cl)ccc2OC)c1C,u
CN(C)C(=O)CNc1ccn2nc(-c3cccc(OCCN4CCOCC4)c3)cc2n1,-27%
O=C(NCC1CC1)c1cccc2c(-c3ccc(F)c(F)c3)coc12,u
Cc1cc(N)nc(=O)n1C1CC(O)C(CO)O1 (centres undefined),-23%
CCCNC(=O)c1cc(C2CCCCN2C(=O)c2cc(F)ccc2C)on1 (centres undefined),-22%
O=C1Nc2ccccc2-c2nnnn2C1N1CCC(Cc2ccccc2)CC1 (centres undefined),18µM*
C/C(=N\NC(=O)CN1CCN(c2ccc(F)cc2)CC1)c1ccco1,1%
Cc1cc(C)c(NS(=O)(=O)c2ccccc2)c(C)c1NS(=O)(=O)c1ccccc1,u
COc1ccc(C(C)(O)c2nc(-c3cccc(O)c3)cs2)cc1 (centres undefined),23µM*
COc1ccc(N2CC(C(=O)N3CCN(S(=O)(=O)c4ccc(F)c(F)c4)CC3)CC2=O)c(OC)c1 (centres undefined),1%
Cc1cnc(-n2ncc(C(=O)N(CCO)C(C)C)c2-c2cccs2)nc1-c1ccc(F)cc1,u
Nc1nc2ncccc2cc1C(=O)NC1CCCCC1,2%
Brc1nc(-c2ccccc2)nc(-c2ccccc2)c1Br,-18%
COc1cc(C(C)=O)ccc1OCC(=O)Nc1cc(S(=O)(=O)N2CCOCC2)ccc1N1CCCC1,u

# More compounds:
SMILES,DT40 TDP1 no CPT
Cn1c(=O)c2[nH]c(Cc3ccsc3)nc2n(C)c1=O,-16%
O=C(Nc1cccc(OC(F)(F)F)c1)c1cccc2c(-c3cccnc3)coc12,21µM*
COc1ccc(NC(=O)C[C@H]2C(=O)N(c3ccc(OC)cc3)C[C@@H]2C)cc1,u
COc1cc(CNC(=O)OC2CC3CC2[C@H]2CCCCN2C3=O)cc(OC)c1 (some centres undefined),-20%
S=C(Nc1ccccc1)Nc1ccc2ccccc2c1,u
C=C1C=C(C(F)F)n2ncc(C(=O)NCc3ccccc3)c2N1,u
COc1cc2c(cc1O)C(CSC)Cc1cc3c(cc1N(C)CC2)OCO3 (centres undefined),u
CN(C)c1ccc(-c2ccc3ccccc3n2)cc1,-24%
C[C@@H]1CCCCO[C@H](CN(C)C(=O)CCC(F)(F)F)[C@@H](C)CN([C@H](C)CO)C(=O)c2cc(NC(=O)c3ccncc3)ccc2O1,u
COc1ccc(CC(N)c2csc(Nc3nncc4ccccc34)n2)cc1 (centres undefined),18µM*
CCOC(=O)C1(C)CCN1C(=O)c1cccc(C#N)c1 (centres undefined),-1%
CC(=O)Nc1ccc(-c2ccnc3c2CC(C)(C(=O)Nc2ccc(Cl)c(C(F)(F)F)c2)O3)cc1 (centres undefined),23µM*
O=C1NC(=O)C(c2ccccc2)(c2ccccn2)N1 (centres undefined),-11%
CC1CCCC(CC(N)=O)CC1 (centres undefined),9%
O=C(NCc1ccccc1)Nc1nnc([C@@H]2C[C@H](O)[C@@H](CO)O2)s1,-11%
Cc1ccc(C(O)c2ncc(-c3ccc(Cl)cc3)[nH]2)c(C)c1 (centres undefined),16µM*
COc1ccc(CNCCS(=O)(=O)NCc2ccccc2)cc1,-20%
C=CCN(CC=C)c1ncnc2[nH]ncc12,u
O=c1[nH]c(=S)[nH]c2n[nH]nc12,4%
C[C@@H]1CCC[C@]2(O[C@@H](CCO)C[C@H](O)[C@H]2O)O1,-10%
O=C1NC[C@H](CCCCN2CCN(Cc3ccccc3)C(=O)C2=O)N(Cc2ccccc2)C1=O,-13%
CCn1cc(/C=C(\NC(=O)c2ccccc2F)C(=O)N2CCN(C)CC2)c2ccccc21,-29%
CCOC(=O)C1=C(C)N=C2SCCC(=O)N2C1c1cc(Br)ccc1OC (centres undefined),-15%
CC(C)(C)NC(=O)C(c1ccccc1)n1c(=O)c(-c2ccccc2)nc2ccccc21 (centres undefined),u
NC(=O)c1cccc(-c2ccnc3c2CC(C(=O)NCc2ccccc2)O3)c1 (centres undefined),1.3µM*
N#C/C(=C/c1ccc(N2CCCCCC2)o1)c1ccc(F)cc1,4.6µM*
CC1(C)ON=C(c2ccc(C(F)(F)F)cc2)NC1=O,-23%
CC1(C)N=C(N)N=C(N)N1c1cc(Cl)ccc1Cl,u
COc1ccc(C(C)=O)cc1Cn1c(C)c(C(=O)NCc2ccc3c(c2)OCO3)sc1=O,u
O=C(NC1CC1)c1ccc2sc([C@H]3C[C@H](O)[C@@H](CO)O3)nc2c1,-9%
C[C@@H]1CN([C@H](C)CO)C(=O)CCCn2cc(nn2)CO[C@H]1CN(C)C(=O)Nc1ccccc1,13%
F[B-](F)(F)c1cnc2ccccc2c1,-12%
O=c1[nH]cnc2c1ncn2C1OCC(O)C(O)C1O (centres undefined),-11%
Cc1ccccc1C(=O)N1CCc2c(cnc(C)c2CNC(=O)c2ccc3c(c2)OCO3)C1,-24%
CCn1c(NCc2c[nH]c3ccccc23)nc2ccccc21,u
O=C(Nc1cccc([N+](=O)[O-])c1)N(c1ccccc1)c1ccccc1,u
Cc1ccc(S(=O)(=O)N(C)[C@H]2C[C@H]3c4[nH]c5ccccc5c4CCN3C[C@H]2[C@H](C)O)cc1,u
COc1ccc(CCNC(=O)Nc2nc(C(N)CCc3ccccc3)cs2)cc1OC (centres undefined),u
C=C(C)Cn1c2ccc(NC(=O)NCCc3cccs3)cc2c(=O)n1C,u
CC(C)C[C@@H](CN1CCC[C@H]1CN1C(=O)C(=O)NC[C@@H]1Cc1ccccc1)N1C[C@H](Cc2ccccc2)N(CCc2ccccc2)C(=O)C1=O,u
OCCN1CCN(c2ncnc3c2ncn3[C@H]2CN(Cc3cccc(C(F)(F)F)c3)C[C@@H](CO)O2)CC1,u
O=S(=O)(Nc1ccccc1N1CCCC1)c1ccccc1C(F)(F)F,21µM*
Oc1ccc(C[C@H]2CNC(=S)N2CC2CCCN2C[C@H](Cc2ccc(O)cc2)N2C[C@H](Cc3ccccc3)N(CC3CCCCC3)C2=S)cc1 (some centres undefined),16µM*
Cc1ccc(-c2nc3ccccc3o2)cc1NC(=O)COc1ccccc1C,4%
CCCCNC(=O)C1(C)CCCCN1C(=O)c1c(C)noc1C (centres undefined),-3%
COc1ccc(OC)c(NC(=O)Nc2nc(CN(C)C)cs2)c1,-23%
Cc1ccc(S(=O)(=O)N2CCN(c3ccnc(-c4cccs4)n3)CC2)cc1,u
CCN(CC)CCN(C)C(c1cc2ccccc2o1)c1nnnn1C(C)(C)C (centres undefined),u
CCCCn1nnnc1C(c1cccc(OC)c1OC)N1CCN(C/C=C/c2ccccc2)CC1 (centres undefined),21µM*
CC(C)(C)c1cc(C2COC(=O)COCCOCC(=O)OCCOCCO2)cc(C(C)(C)C)c1O (centres undefined),u
